NTR1 ag: agonists of NTR1, primary screen, imaging, U2OS cells, beta-arrestin-GFP, high content (AID 493036). P30989. NTR1-U2OS beta-arrestin-GFP spot imaging, agonist mode. activation, % at 20 µM. 330,000 tested, 0.17% active;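 active = activation at or above 40% of the spot to cytoplasm intensity ratio, with at least 20 cells analyzed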;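 note: 0% = DMSO without peptide and 100% = 100 nM NTR1 peptide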
Target sequence (P30989 whole entry, looked up): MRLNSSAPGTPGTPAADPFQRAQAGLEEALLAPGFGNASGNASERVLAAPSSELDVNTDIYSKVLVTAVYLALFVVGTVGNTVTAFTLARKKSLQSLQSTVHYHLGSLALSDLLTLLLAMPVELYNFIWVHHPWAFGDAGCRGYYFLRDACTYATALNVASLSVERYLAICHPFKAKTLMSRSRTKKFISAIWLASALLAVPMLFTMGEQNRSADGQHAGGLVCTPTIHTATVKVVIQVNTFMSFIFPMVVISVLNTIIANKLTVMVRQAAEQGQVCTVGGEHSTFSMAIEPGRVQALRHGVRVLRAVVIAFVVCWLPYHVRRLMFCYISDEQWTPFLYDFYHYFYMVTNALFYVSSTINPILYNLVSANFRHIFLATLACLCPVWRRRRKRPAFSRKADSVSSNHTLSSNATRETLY
KOR beta-arrestin-1: KOR agonists, beta-arrestin recruitment, primary screen, cell-based, luminescence, uHTS (AID 1777). KOR beta-arrestin recruitment, luminescence; higher % means a stronger effect. activation, % at 10 µM, or EC50 in µM where a hit was titrated. 280,000 tested, 0.02% active; in the data active = activation above about 50%, passing the limit was not always enough; note: a part of the inactive calls stands beside numbers as strong as those of hits
GPR55 activation: GPR55 agonists via beta-arrestin recruitment, primary screen, imaging, U2OS cells, beta-arrestin-GFP redistribution (AID 1961). U2OS GPR55 beta-arrestin-GFP redistribution imaging; higher % means a stronger effect. activation, % at 10 µM, or EC50 in µM where a hit was titrated. 290,000 tested, 0.048% active;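 active = activation above 40% with more than 50 cells counted in the well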;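 note: U2OS osteosarcoma cells stably expressing GPR55 and beta-arrestin-GFP; plate controls were DMSO negative control for no effect and LPI positive control for full effect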
TNAP activation fold: human TNAP enzyme activators, primary screen, biochemical, luminescent, no phosphate acceptor, uHTS (AID 1001); 200,000 tested, 0.03% active; activation fold at 20 µM; hits with a dose series show EC50 in µM; purified TNAP, luminescent activation assay, no phosphate acceptor; higher activation fold means a stronger effect; in the data active = activation fold from about 3, or a potency from the dose series; inactive = the rest, 99 in 100 with activation fold below about 1.6; note: many of its hits are not listed in these tables
KOR beta-arrestin-2: KOR antagonists, beta-arrestin recruitment, cell-based, luminescence, uHTS (AID 1778). KOR beta-arrestin recruitment, luminescence, antagonist mode; higher % means a stronger effect. inhibition, % at 10 µM; hits with a dose series show IC50 in µM. 290,000 tested, 0.091% active; note: strong numbers were not always called active
NOD1 inhibition: NOD1 signaling inhibitors, primary screen, cell-based, luminescence, uHTS (AID 1578). NOD1-driven NF-kB luciferase reporter cells, luminescence; higher % means a stronger effect. inhibition, % at 4 µM, or EC50 in µM where a hit was titrated. 290,000 tested, 1% active; in the data active = inhibition mostly above about 36%, no sharp cut-off; inactive = mostly below about 34%;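 note: HEK-293T reporter cells stimulated with the NOD1 agonist gamma-tri-DAP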
Yfh1-off respiration: mitochondrial function rescue without frataxin homolog – Friedreich's ataxia, plus single-dose screen, dose response (AID 1465); fold induction at 50 µM; hits with a dose series show EC50 in µM; S. cerevisiae Yfh1-off respiration, WST-1 reduction, 72 h; higher fold induction means a stronger effect; 220,000 tested, 0.074% active;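 active = fold induction of absorbance versus untreated yeast above a set limit, then at least 30% activation at any dose in follow-up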;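 note: activators that raise dye reduction in frataxin-depleted yeast; strong numbers were not always called active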
HEK293 NOD2/NF-kB: inhibition of NOD2-driven NF-kB reporter – cell-based, luminescence, uHTS, HEK293 (AID 1566). 290,000 tested, 0.63% active. inhibition, % at 4 µM, or EC50 in µM where a hit was titrated. HEK293 NOD2/NF-kB luciferase reporter, luminescence; higher % means a stronger effect; note: many of its hits are not listed in these tables
CSM14.1 death rescue: protection against thapsigargin-triggered cell killing – 384-well, CSM14.1, ATP luminescence, primary screen (AID 1222); CSM14.1 thapsigargin-induced death rescue, ATP luminescence; higher % means a stronger effect; cellular ATP content (survival), % at 20 µM, or EC50 in µM where a hit was titrated; 190,000 tested, under 10 active;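 active = EC50 below 50 µM in the dose-response confirmation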;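 note: death triggered by thapsigargin at about 15 µM added after 2 h compound pretreatment; cell ATP read after overnight thapsigargin exposure of roughly 18 to 22 hours; normalized against plate controls of thapsigargin alone and 5% DMSO vehicle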
NTR1 ag cell count 20 µM: recorded beside NTR1 ag, whose call it bears; cell count; measured here: cell count, cytotoxicity flag
* hit, by the source's call; i = inactive; nt = no result given; [ ] = another dose, or the depositor's remark. Cut-off read from the data, not from the text of the source, unless noted: active = inhibition above about 50%; inactive = the rest. Not all compounds are listed; the hit share may differ from the screen's.

The line under a structure holds: GPR55 activation, NOD1 inhibition, HEK293 NOD2/NF-kB, TNAP activation fold, NTR1 ag, Yfh1-off respiration, KOR beta-arrestin-2, KOR beta-arrestin-1, NTR1 ag cell count 20 µM, CSM14.1 death rescue
ClC1=C(Cl)C(Cl)=C(Cl)C1=C/C=C/c1ccccc1
    -0.2%, -1%, 12%, nt, 1.1, i, -6%, 3.9%, 66, nt
Cc1cc(NCCN(C)C)n2nc(-c3cccs3)cc2n1
    -0.1%, -24%, 10%, 1.1, -0.9, i, 36%, -2.1%, 35, 0.4%
Cc1ccccc1C(=O)Nc1nnc(S(=O)(=O)N2CCCCC2)s1
    -0.1%, -7%, 4%, nt, 2.1, nt, -3%[20 µM], -1.1%, 60, nt
Cc1occc1C(=O)N1CCCc2ccccc21
    0.3%, -30%, 14%, 1, -2.1, i, 19%, -0.3%, 35, -1.7%
CC1=CC(=O)N(c2cccc(C(F)(F)F)c2)C1c1ccc(Cl)cc1 (stereo not drawn)
    -0.1%, 40%, 2%, 0.8, 9.9, i, -15%, 3.0%, 56, -1.8%
CN(C)CC/C=C1\c2ccccc2Sc2ccc(Cl)cc21
    0.1%, -23%, 2%, 1.1, 1.0, i, -41%, 2.1%, 63, -4.6%
COc1ccc(NS(=O)(=O)/C=C/c2ccc(OC)c(OC)c2)cc1
    -0.3%, 9%, 20%, 1, -0.7, i, -25%, 0.0%, 22, 1.2%
O=C(Nc1ccc(Oc2ccccc2)cc1)C1CC1
    0.0%, -36%, 4%, 1.1, 0.5, i, -3%, 0.4%, 50, 1.4%
CCOc1ccc(N(CC(=O)N2CCN(c3ccccc3OC)CC2)S(=O)(=O)c2ccc(C)cc2)cc1
    0.7%, -3%, 4%, nt, 2.6, nt, -11%, -0.8%, 47, nt
Cc1cccc(NC(=O)CSc2nc(N)c(NC(=O)c3cccs3)c(=O)[nH]2)c1C
    -0.3%, -16%, 1%, 1.1, -0.8, i, 2%, -0.6%, 88, 21%
COc1ccccc1NC(=O)c1ccc(CSc2ccccc2)o1
    -0.1%, -40%, -8%, nt, 1.4, nt, -10%, 7.3%, 55, nt
COc1ccc(S(=O)(=O)n2cccc2)c(OC)c1
    0.4%, -16%, 13%, nt, 1.0, nt, -7%, -6.8%, 73, nt
C(=N\NC1=NCCN1)/c1ccncc1
    0.6%, -16%, 0%, nt, 3.0, nt, 4%[20 µM], -1.5%, 61, nt
CCCCNC(=O)c1ccc2c(c1)S(=O)(=O)c1ccccc1C2=O
    0.0%, -14%, 13%, nt, 2.7, nt, -9%, 3.2%, 70, nt
Cc1c(C(=O)C(=O)NCC2CCCO2)c2ccccc2n1C (stereo not drawn)
    -0.6%, -51%, -14%, 1.1, -0.8, i, -17%, -3.3%, 52, 0.9%
CC(C)NC(=O)COc1ccc(Cl)cc1Cl
    -0.1%, 1%, 14%, 0.9, 1.5, i, 9%, -1.7%, 40, -0.7%
CCOc1ccc(N(C)S(=O)(=O)c2c[nH]c(C(=O)OC)c2)cc1
    -0.2%, -4%, 4%, nt, 1.6, nt, -42%, -6.1%, 70, nt
COc1cccc(CNC(=O)CCC2CCCN(C3CCOCC3)C2)c1 (stereo not drawn)
    0.2%, -39%, 6%, 1.1, -1.5, i, -1%, -7.4%, 97, -0.5%
O=C(Nc1ccc(N2C(=O)C3CCCCC3C2=O)cc1Cl)c1cccs1 (stereo not drawn)
    -0.2%, -18%, 6%, 1.1, 0.0, i, 16%, -5.7%, 24, -1.4%
CNC(=O)C1C(=S)NC(N)=C(C#N)C1c1ccccc1 (stereo not drawn)
    0.0%, -14%, -3%, 1.1, 1.7, i, -32%, 7.8%, 75, 12%
O=C(c1cc(-c2ccccc2)nc2ccccc12)N1CCN(c2ccccc2O)CC1
    0.3%, 1%, 5%, nt, 4.4, nt, -18%, 7.3%, 60, nt
CCN1CCN(C(=O)CNC(=O)c2nn(-c3ccc(OC)cc3)c(=O)c3ccccc23)CC1
    -0.2%, -41%, -8%, nt, 0.7, nt, -26%, -2.2%, 44, nt
CCOc1ccc(CSC(=N)N)cc1Cl
    0.3%, 3%, 28%, nt, -0.9, i, 18%, -2.3%, 44, nt
CCOC(=O)C1CCN(C(=O)c2cc(S(=O)(=O)N(C)C)ccc2N2CCCC2)CC1
    0.0%, -9%, 15%, nt, -0.1, nt, -6%, 0.4%, 53, nt
FC(F)(F)c1ccc(Oc2ccc3cc(Br)ccc3c2)nc1
    -0.1%, -30%, -7%, 1.3, 2.3, i, 37%, 2.5%, 90, -2.4%
N#Cc1cccc(C#N)c1Oc1ccc(N)cc1
    -0.1%, -1%, -1%, nt, 2.3, i, 6%, nt, 50, nt
O=C(COc1ccc(Cl)cc1)NCc1nnc(SCC(=O)NCc2ccc3c(c2)OCO3)o1
    1.1%, -9%, 8%, 1.1, 1.5, i, 20%, -3.8%, 66, 0.5%
CC1CCN(S(=O)(=O)c2ccccc2)CC1
    -0.3%, -18%, 5%, nt, 0.6, nt, -16%[20 µM], -5.3%, 69, nt
O=c1ccc(=O)n2n1CC(O)C2
    -0.2%, -13%, 16%, 1, -1.0, i, -3%, 4.2%, 36, 1.2%
CSc1ncccc1C(=O)NCc1ccc(C)cc1
    -0.1%, 14%, 2%, 1.1, -0.4, i, 19%, -1.3%, 38, -0.4%
Cc1ccc(S(=O)(=O)CCC(=O)Nc2cccc([N+](=O)[O-])c2)cc1
    -0.3%, -21%, 17%, 1.1, -0.4, i, -10%, 5.2%, 101, -6.2%
CC(C)CNC(=O)CSc1ccc(Cl)cc1
    0.3%, 6%, -19%, 1.1, -0.9, i, -43%, 8.6%, 34, -0.7%
O=C(O)CC(NC(=O)c1ccncc1)c1ccccc1 (stereo not drawn)
    0.1%, -4%, 1%, 1.1, -1.1, i, -28%, -1.8%, 27, -1.5%
CCOC(=O)Cc1c(C)nc(N)[nH]c1=O
    -0.1%, 20%, -10%, 1.1, -0.7, i, -17%[20 µM], nt, 55, 0.1%
COc1ccc(NC(=O)CCN2C(=O)[C@@H]3[C@H](C2=O)[C@H]2C=C[C@@H]3C2)cc1
    0.5%, -11%, 2%, nt, -1.0, i, 10%, 3.2%, 60, nt
COc1ccc(/C=C/C(=O)NCCSCc2ccco2)cc1
    0.2%, -34%, -9%, 1.2, 3.6, i, nt, 2.9%, 48, 0.0%
CCOC(=O)/C=C1\SCC(=O)N1Cc1ccc(Br)cc1
    0.2%, -6%, 3%, 1.1, 5.3, i, -15%, -2.1%, 76, 0.4%
Cc1cc(C)n2c(SCC(=O)Nc3c(C)n(C)n(-c4ccccc4)c3=O)nnc2n1
    0.3%, 2%, 6%, 1.1, -1.9, i, 14%, 0.1%, 54, -1.0%
COc1ccc(C(NC(=O)CC(C)C)c2c(O)ccc3ccccc23)cc1 (stereo not drawn)
    0.1%, 15%, 18%, nt, 1.2, nt, -16%[20 µM], -1.2%, 59, nt
C=CCNc1nc(N2CCCC2)nc2ccccc12
    0.2%, -37%, -10%, 1.1, 5.3, nt, -9%, -0.6%, 42, nt
CC1=CC(=O)C(C(C)C)=C/C1=N\OC(=O)c1cccc2nc(C)oc12
    -0.1%, 18%, 16%, 1, 0.1, i, 22%, 3.3%, 44, -2.6%
COc1cccc(/C=C/C(=O)OCC(=O)Nc2ccccc2Sc2ccccc2)c1
    -0.2%, -16%, 5%, 1.1, -0.2, i, 4%, 3.2%, 82, -2.9%
Cc1nn(C)c(C)c1NC(=O)c1ccc(S(=O)(=O)N(C)C)cc1
    0.2%, -34%, 9%, 1.1, 1.1, i, 33%, -3.1%, 37, -2.7%
CCOC(=O)c1cnc2ccc(C(=O)OC)cc2c1NCCCN1CCOCC1
    0.8%, -10%, -26%, nt, 0.7, nt, -48%[20 µM], -4.0%, 63, nt
CCOC(=O)C1=C(O)CSC1=Nc1ccc(C)cc1
    1.0%, 10%, -6%, 1, 1.8, i, -33%, 8.8%, 32, nt
O=C(/C=C/c1ccc2ccccc2n1)c1cc(Br)ccc1O
    2.2%, -1%, -69%, nt, -1.5, i, 13%, 2.6%, 47, nt
CN1CCN(C(=O)c2ccc3c(c2)NC(=O)/C(=C/c2ccccc2)S3)CC1
    -0.1%, -8%, 19%, nt, 0.4, nt, 23%, 0.6%, 57, nt
COc1ccc(NC(=O)c2cc3ccccc3[nH]2)cc1
    0.3%, -60%, -78%, nt, -1.6, nt, -22%, 2.2%, 56, nt
CC(C)CC(=O)NC(=S)Nc1nc(-c2ccc(Cl)cc2)cs1
    0.0%, -16%, 7%, 1, 11, i, 13%, -0.2%, 77, 0.6%
Cc1nc(-c2ccc(S(=O)(=O)N3CCN(c4ccccc4)CC3)cc2)co1
    -0.2%, -13%, 5%, nt, 0.6, nt, -63%, 1.6%, 66, nt
CSCCC(NS(=O)(=O)c1ccc2c(c1)oc(=O)n2C)C(=O)NCc1cccs1 (stereo not drawn)
    -0.1%, -5%, 13%, nt, -0.1, i, 5%, -4.1%, 54, nt
Nc1nnc(SCC(=O)N2CCc3ccccc32)n1-c1ccccc1
    -0.2%, -8%, 8%, 1.1, 2.4, i, 92%, -1.1%, 93, -1.0%
CC(NC(=O)c1ccc(Cl)cc1)c1nnc(SCc2ccc([N+](=O)[O-])cc2)n1C (stereo not drawn)
    0.3%, -7%, -14%, 1, 0.2, nt, -9%, 5.1%, 71, 2.1%
Cc1cc(N/N=C/c2ccccc2O)nc(N2CCOCC2)n1
    -0.3%, -13%, 10%, nt, 7.0, i, 22%, 3.3%, 54, nt
Cc1cc(C)c(CN2CCC(N3CCC(C(=O)NCC4CCCO4)CC3)CC2)cc1C (stereo not drawn)
    0.2%, -19%, 8%, nt, 0.3, nt, -26%, -5.0%, 78, nt
O=C(CCC1CCCC1)Nc1ccc(Br)cn1
    -0.1%, -36%, -85%, 1.1, 1.6, i, 20%, 1.0%, 10, -5.0%
CCCCC(=O)NC(=S)Nc1ccc(S(=O)(=O)N2CCCC2)cc1
    -0.2%, -19%, 6%, 1, 2.1, i, 41%, 2.4%, 69, 0.3%
Nc1cc(=O)[nH]c(SCC(=O)N2N=C(c3ccc(Cl)cc3)CC2c2ccco2)n1 (stereo not drawn)
    -0.1%, -40%, -1%, 1, -2.1, i, -9%[20 µM], -3.4%, 72, -0.1%
